Shn3 inh set2 – Schnurri-3 reporter inhibition in Clone20 osteoblasts. hit rate 0.52% among 360,000. Clone20 osteoblast Shn3 3'UTR firefly luciferase, 24 h. inhibition, % at 12.5 µM;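 active = mean inhibition of at least 75% with every replicate also reaching 75%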;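 note: 0% = median of neutral control wells and 100% = pilot-screen positive control compound; some compounds past the cut are filed as inactive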
TRAIL sens C8 – caspase-8 TRAIL sensitization; AID 624354; inhibition (viability loss, TRAIL sensitization), % at 10 µM; NB7+C8 cells + TRAIL, ATPlite viability luminescence; hit rate 1% among 360,000;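 active = compounds causing at least 50% loss of cell viability in the single-dose screen, relative to plate controls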
TWEAK-Fn14 inh – blocks TWEAK-Fn14 interaction in a reporter cell assay. TWEAK-stimulated Fn14 reporter cells, luciferase luminescence, 8 h. inhibition, % at 10 µM. hit rate 2% among 360,000. AID 1159606; in the data active = inhibition above about 50%
KKLEB tox – counter-screen for CF NF-kB inhibitors: cytotoxicity; hit rate 0.36% among 360,000; KKLEB CF airway cells viability, ATPlite luminescence, overnight; active compounds read low; cells stimulated with P. aeruginosa culture filtrate; activity change (cytotoxicity), % at 5 µM;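 active = corrected activity change at or below -50% at 5 µM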
NCOA3 inh – human NCOA3 inhibition; Q9Y6Q9; HEK293 GAL4-SRC3 luciferase reporter, luminescence; inhibition, % at 3.6 µM; hit rate 0.17% among 360,000;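 active = inhibition above a per-campaign cutoff, the mean of all compounds plus 3 SD, cut at about 60% in these data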;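 note: 0% = DMSO-treated cells and 100% = gossypol-treated cells at 36 µM; higher means less SRC3-driven luciferase light from the GAL4 reporter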
CF NFkB inh – blocks PAF-induced NF-kB reporter in cystic fibrosis cells; KKLEB NF-kB-GFP reporter, GFP fluorescence overnight; inhibition, % at 5 µM; hit rate 0.86% among 360,000; AID 588850;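 active = at least 50% inhibition at 5 µM, scaled per plate between neutral and stimulator controls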;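 note: PAF is a Pseudomonas aeruginosa culture filtrate used as stimulus; plate controls were PAF-stimulated DMSO wells for no effect and unstimulated DMSO wells for full effect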
LRH-1 inv ag – inverse agonists of human LRH-1 (NR5A2); HEK293T StAR-luciferase reporter, LRH-1 transfected, 24 h; inhibition, % at 3.6 µM; hit rate 0.13% among 360,000; O00482;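 active = inhibition above the mean inhibition of all tested compounds plus 3 SD, cut at about 73% in these data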;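 note: 0% = DMSO wells and 100% = reporter-only cells lacking LRH-1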
NR2F2 inh – blocks human COUP-TFII nuclear receptor | P24468 | HEK293T NGFI-A luciferase reporter, luminescence | inhibition, % at 8.6 µM | hit rate 0.7% among 370,000 | AID 686940;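 active = inhibition above a per-plate cutoff, mean inhibition of test wells between control levels plus 3 SD, cut at about 38% in these data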;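 note: cells cotransfected with COUP-TFII expression vector driving the NGFI-A reporter; 0% = median of COUP-TF2 test wells and 100% = reporter-only cells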
SRC1 inh – inhibitors of human steroid receptor coactivator 1 (SRC1); Q15788; HEK293 GAL4-SRC1 luciferase reporter, luminescence; inhibition, % at 3.6 µM; hit rate 0.12% among 360,000;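 active = inhibition above the campaign mean plus 3 SD, with each screening campaign given its own cutoff, cut at about 60% in these data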;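 note: 0% = DMSO treated cells and 100% = gossypol at 36 µM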
Target sequence (Q15788 whole entry, looked up, the tested form may be a part): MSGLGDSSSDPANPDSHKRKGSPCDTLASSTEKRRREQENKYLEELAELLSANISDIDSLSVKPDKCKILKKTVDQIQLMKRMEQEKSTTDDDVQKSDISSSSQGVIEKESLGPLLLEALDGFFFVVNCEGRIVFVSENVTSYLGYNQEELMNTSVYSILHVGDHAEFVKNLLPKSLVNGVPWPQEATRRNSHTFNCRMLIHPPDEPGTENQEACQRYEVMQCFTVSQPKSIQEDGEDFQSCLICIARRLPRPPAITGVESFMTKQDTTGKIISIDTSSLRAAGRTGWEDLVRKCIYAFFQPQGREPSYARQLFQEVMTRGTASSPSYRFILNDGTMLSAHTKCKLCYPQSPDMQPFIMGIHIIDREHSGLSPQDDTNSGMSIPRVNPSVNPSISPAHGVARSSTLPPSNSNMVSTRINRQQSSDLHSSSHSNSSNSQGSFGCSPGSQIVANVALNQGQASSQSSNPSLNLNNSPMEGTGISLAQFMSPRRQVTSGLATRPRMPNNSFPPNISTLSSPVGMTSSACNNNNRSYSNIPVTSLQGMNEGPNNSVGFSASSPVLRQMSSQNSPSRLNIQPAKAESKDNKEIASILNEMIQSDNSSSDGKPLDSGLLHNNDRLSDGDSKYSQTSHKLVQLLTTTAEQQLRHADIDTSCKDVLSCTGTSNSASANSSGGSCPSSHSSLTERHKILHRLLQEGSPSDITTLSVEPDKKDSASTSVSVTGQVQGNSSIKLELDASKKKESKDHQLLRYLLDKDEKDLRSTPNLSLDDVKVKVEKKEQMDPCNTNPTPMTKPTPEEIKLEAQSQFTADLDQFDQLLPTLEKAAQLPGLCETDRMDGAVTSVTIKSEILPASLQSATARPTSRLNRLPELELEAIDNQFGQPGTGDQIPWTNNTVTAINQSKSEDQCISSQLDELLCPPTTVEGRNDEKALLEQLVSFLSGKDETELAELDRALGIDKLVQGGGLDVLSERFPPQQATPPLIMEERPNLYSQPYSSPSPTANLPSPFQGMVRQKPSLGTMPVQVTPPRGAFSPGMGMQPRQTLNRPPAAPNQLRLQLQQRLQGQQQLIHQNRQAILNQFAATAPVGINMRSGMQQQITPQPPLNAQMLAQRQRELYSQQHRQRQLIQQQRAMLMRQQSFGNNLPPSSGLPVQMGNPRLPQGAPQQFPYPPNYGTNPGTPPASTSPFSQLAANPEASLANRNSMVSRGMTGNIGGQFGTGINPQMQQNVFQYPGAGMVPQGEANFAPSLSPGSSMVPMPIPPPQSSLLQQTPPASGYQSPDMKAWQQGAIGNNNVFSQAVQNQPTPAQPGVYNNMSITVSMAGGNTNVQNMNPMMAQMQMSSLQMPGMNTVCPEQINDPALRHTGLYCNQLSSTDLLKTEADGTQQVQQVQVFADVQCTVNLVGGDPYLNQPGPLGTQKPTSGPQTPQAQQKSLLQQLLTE
TROY signal inh – inhibitors of TROY-dependent NF-kB signaling. Q293 LMP1-TROYcd NF-kB luciferase reporter, 4 h. inhibition, % at 10 µM. hit rate 0.98% among 360,000. AID 1347056;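 active = compounds whose plate-normalised and pattern-corrected inhibition of the luciferase reporter signal at the single screening dose is 50% or more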
LMP1 NFkB inh – reduces LMP1-driven NF-kappaB luciferase signal | LMP1-induced NF-kappaB luciferase reporter cells, luminescence | inhibition, % at 12.5 µM | hit rate 0.69% among 350,000; in the data active = inhibition above about 41%;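 note: 0% = neutral control wells and 100% = reference inhibitor control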
An asterisk follows results filed as active; . = no result given. This is a subset; rates above refer to the full screens.

cpd	canonical_smiles	Shn3 inh set2	TRAIL sens C8	TWEAK-Fn14 inh	KKLEB tox	NCOA3 inh	CF NFkB inh	LRH-1 inv ag	NR2F2 inh	SRC1 inh	TROY signal inh	LMP1 NFkB inh
1	COc1ccccc1NC1CCCCC1NS(=O)(=O)c1ccccc1 (stereo not drawn)	-3	-31	20	17	-10	26	-10	-36	3	1	2
2	N#Cc1c(NC(=O)c2cccnc2)sc2c1CCC2	-23	27	-22	-9	-8	3	-12	-14	-29	-38	-7
3	O=C(NCC(c1ccco1)N1CCCCC1)c1cc2c(s1)CCCC2 (stereo not drawn)	11	3	-9	-16	10	16	-11	8	-4	-15	2
4	O=c1c2nnn(-c3ccc(Br)cc3)c2ncn1Cc1ccccn1	14	-32	-1	5	10	-5	-9	-16	-5	0	-2
5	CCCCN(C(=O)CN1C(=O)C2CCCCC2C1=O)c1c(N)n(CCC)c(=O)[nH]c1=O (stereo not drawn)	-4	-30	0	0	7	-15	6	-1	0	0	-2
6	CC(C)(C)n1cnc2cc(NC(=O)c3ccco3)ccc21	-82	42	5	11	-85	8	-95	-18	-221	-12	-11
7	CC(OC(=O)CNC(=O)c1ccc(Cl)c([N+](=O)[O-])c1)C(=O)NC1CCCCC1C (stereo not drawn)	-5	1	-5	11	-6	-21	22	5	-12	9	-2
8	c1ccc(-c2nccc(-c3ccco3)n2)nc1	-14	18	-5	-6	-7	-16	-28	10	-29	-25	1
9	CCN(C(=O)c1cc(Cl)ccc1OC)C1CCCCC1	-27	7	-1	6	3	5	5	-3	-7	4	9
10	Cc1nn(C)c(C)c1CN(Cc1nc(-c2cc(F)ccc2F)oc1C)C1CC1	13	-1	5	4	17	12	-1	14	-5	13	6
11	O=C(Nc1cccc(C(F)(F)F)c1)C1CCN(S(=O)(=O)c2cnc[nH]2)CC1	2	-9	-5	2	-2	-1	12	28	1	7	-3
12	CCOC(=O)C1CCN(C(=O)COC(=O)c2ccc(=O)n(Cc3ccccc3)n2)CC1	3	-6	12	12	6	-29	9	-9	-12	8	0
13	O=C(CSc1nc2ccccc2c(=O)n1Cc1ccc(C(=O)NC2CC2)cc1)NCc1ccco1	1	3	-20	7	11	3	7	-2	-20	-16	-10
14	Cc1ccc(N(C(=O)CNC(=O)c2ccco2)C(C(=O)NC2CCCCC2)c2cccnc2)cc1 (stereo not drawn)	-13	-19	19	-3	-5	-2	0	-23	-13	3	2
15	O=c1cc(-c2ccccc2)nc(SCc2ccccc2F)[nH]1	-19	-2	-16	-2	8	-1	4	-6	2	5	-6
16	CC(C)CCNC(=O)c1cccc(Cl)c1	-5	-16	-28	3	15	6	-25	4	-14	-36	-7
17	CCN(CC)c1ccc2cc(S(=O)(=O)c3ccc(Cl)cc3)c(=O)oc2c1	20	-1	-10	1	-2	-25	2	11	4	-8	-4
18	Cc1ccccc1NC(=O)N1CCCC1C(=O)NCc1ccccc1 (stereo not drawn)	-28	3	-12	15	12	-8	-4	-16	6	-6	-3
19	COc1ccc(-n2nc(C(=O)NCC3CCCO3)c3ccccc3c2=O)cc1 (stereo not drawn)	-11	2	19	-9	6	-6	22	4	12	4	6
20	COCCN(C(=O)c1snc(C(N)=O)c1N)C(C(=O)NC1CCCCC1)c1ccc(N(C)C)cc1 (stereo not drawn)	10	-25	-4	-7	-10	-1	3	2	0	-29	-3
21	CC(C)S(=O)(=O)NC(=O)C1(C)CCN1C(=O)Cc1ccccc1 (stereo not drawn)	-5	5	8	-3	-4	2	2	1	2	-5	.
22	CSc1nc2ccc(NC(=O)c3ccco3)cc2s1	-56	26	-28	-4	-61	0	-105	-40	-87	-79	-37
23	O=C(NC1CC1)c1ccc(-n2cccc2)cc1	-21	3	-24	-5	-14	-17	-54	2	-41	-20	0
24	C[C@@H]1CN([C@H](C)CO)C(=O)CCCn2nncc2CO[C@H]1CN(C)C(=O)CCC(F)(F)F	1	-13	17	-1	5	8	6	-1	10	-13	-2
25	Brc1ccccc1-c1ccccc1	-1	7	0	4	15	-19	-4	2	-1	-9	-3
26	Cc1ccc(NC(=O)CN(C)S(=O)(=O)c2cccc3cccnc23)cc1F	4	-5	11	4	23	-5	-21	6	-3	-14	-4
27	Cc1cccn2c(=O)nc(SCC(=O)NCc3ccco3)nc12	1	-2	1	8	-9	6	-3	-9	-4	-6	0
28	CCOc1cccc(/C=N/NC(=O)CC2C(=O)NN=C2C)c1O (stereo not drawn)	1	-3	-3	-22	-18	-12	-13	9	10	-26	2
29	Cc1cc(C)nc(N2CCC(C(=O)Nc3ccc4c(c3)CCC4)CC2)n1	27	-20	4	-1	-13	-1	7	7	1	17	11
30	CCN(CC(=O)NCc1cccs1)S(=O)(=O)c1cccc(Br)c1	-1	-5	4	18	7	-9	1	29	3	-11	8
31	COC(=O)c1sccc1NC(=O)CSc1cccc(Cl)c1Cl	-3	-2	-24	-8	5	3	-27	8	-29	-61	5
32	O=C(NCc1ccc(F)cc1)c1cnc2n(c1=O)CCS2	-3	1	2	-8	6	-4	4	3	-4	-10	-3
33	NC(=O)c1cc[n+](CC(=O)c2ccc(NC(=O)c3ccccc3)cc2)cc1	0	-2	-7	5	7	12	-6	2	-7	13	0
34	COc1ccc(F)cc1CN1CCN(C(=O)c2ccc(S(=O)(=O)N3CCCCCC3)cc2)CC1	7	10	-11	-11	-21	24	13	-7	-3	-2	3
35	CN(C)S(=O)(=O)c1cccc(NC(=S)Nc2ccc3cn[nH]c3c2)c1	15	-1	-12	-1	10	14	-14	14	0	21	1
36	COC(=O)c1c(NC(=O)Cn2cc([N+](=O)[O-])cn2)sc2c1CCC2	10	21	-40	-5	8	-8	8	2	-25	-12	1
37	Cc1ccc(-n2nc3c(=O)n(CCCC(=O)NCc4cccc(Cl)c4)nc(C)c3c2C)cc1	38	19	-10	6	10	6	-24	16	3	-2	0
38	CC(=O)Nc1ccc(NS(=O)(=O)c2ccc3c(c2)NC(=O)CC(=O)N3)cc1	-11	-6	10	15	-36	7	-56	0	-37	-3	-1
39	Cc1ccc(NC(=O)c2ccccc2NC(=O)Cc2ccccc2)cc1	-25	0	5	-9	-10	2	-32	-11	-17	3	-19
40	COc1ccc(NC(=O)Nc2sc(=S)n(C)c2C)cc1	-7	-6	-11	14	6	-21	-18	6	-13	-1	-8
41	COc1ccc(-n2c(C(C)n3nc(C)c([N+](=O)[O-])c3C)n[nH]c2=S)cc1 (stereo not drawn)	-11	-4	-1	12	12	-13	-4	-2	13	2	-4
42	CCOC(=O)/C(C#N)=C\c1ccc(O)c(OC)c1	0	-5	11	-12	2	-16	-5	-20	2	-13	-3
43	Cc1ccccc1OCC(=O)Nc1c2c(nn1C(C)(C)C)CS(=O)(=O)C2	8	2	-10	-10	25	21	12	5	-1	9	-1
44	CC1CCc2cc(F)cc3c(=O)c(C(=O)O)cn1c23 (stereo not drawn)	1	1	-1	6	-1	-27	-10	12	-13	-1	-2
45	COc1cc2c(cc1OC)CN(C(=O)CN(C)S(=O)(=O)c1ccc(NC(C)=O)cc1)CC2	-14	-5	-3	0	19	-2	7	-7	-4	-10	2
46	CN(C(=O)CN1CCN(c2cnn(-c3ccccc3)c(=O)c2Cl)CC1)C1CCS(=O)(=O)C1 (stereo not drawn)	2	-7	1	5	2	12	-13	9	-9	1	6
47	Clc1ccc(-c2nnc(-c3ccccc3)c(N3CCSCC3)n2)cc1	16	-2	-6	-15	4	6	-39	-4	7	-6	7
48	C/C(=N\NC(=O)c1cccnc1)c1ccc(Br)cc1	-13	-2	-12	0	-12	-10	-2	-6	-7	-5	-5
49	COc1cccc(NC(=O)Cn2c(=O)n(CC3CCCO3)c(=O)c3ccccc32)c1 (stereo not drawn)	12	-4	1	6	-6	-7	-9	4	-13	13	4
50	CC(C)c1ccc(S(=O)(=O)N2CCC(C(=O)NCc3ccco3)CC2)cc1	8	-11	5	7	16	30	3	-5	-7	-14	-7
51	CCCN(CC1CC1)C(=S)NC(=O)c1ccccc1C	-14	-13	-17	12	11	-19	-8	15	-2	-8	4
52	CCN(CC(=O)NC(=O)NCc1ccccc1)CC(=O)Nc1cc(Cl)ccc1C	-15	-4	-7	-5	-8	-16	-16	12	0	9	-6
53	CCN(CC(=O)Nc1ccccc1C(F)(F)F)C(=O)/C=C/c1ccc(Cl)c([N+](=O)[O-])c1	6	-2	0	-11	10	-6	-3	-3	4	-24	1
54	Cc1cc(=O)oc2cc(OCC(=O)N3CCN(c4ccc(F)cc4)CC3)c(Cl)cc12	5	-1	18	-5	-16	-5	5	7	-31	4	6
55	Cc1ccc2[nH]c(=O)c(-c3noc(CC(C)C)n3)cc2c1	22	-3	1	-14	1	9	0	-3	21	-7	1
56	O=C1NC2=C(CCc3ccccc32)C(c2ccccc2)N1 (stereo not drawn)	-20	-6	0	2	11	1	14	8	-10	-34	-7
57	COc1cc(/C=C/C(=O)Nc2ccc(S(=O)(=O)Nc3onc(C)c3C)cc2)cc(OC)c1OC	-1	-2	6	12	1	-28	-6	-3	-4	7	-1
58	CC(=O)Nc1ccc(NC(=O)COC(=O)CCNS(=O)(=O)c2c(Cl)cccc2Cl)cc1	0	-12	-1	13	13	-20	-2	-6	-10	7	6
59	O=C(O)c1ccc(Cl)c(S(=O)(=O)N(Cc2ccccc2)c2ccc(Cl)cc2)c1	-25	-16	14	8	2	-17	-16	10	-18	6	0
60	c1ccc(-c2nnnn2-c2ccccn2)cc1	22	-8	8	-8	-17	13	0	-13	-5	9	-16

The results go on.
cpd	canonical_smiles	Shn3 inh set2	TRAIL sens C8	TWEAK-Fn14 inh	KKLEB tox	NCOA3 inh	CF NFkB inh	LRH-1 inv ag	NR2F2 inh	SRC1 inh	TROY signal inh	LMP1 NFkB inh
61	CCN1C(=O)C2(C(C(=O)c3cc4ccccc4o3)=C(O)C(=O)N2CCCN2CCOCC2)c2ccccc21 (stereo not drawn)	-3	-7	13	4	20	7	-13	8	3	11	-2
62	Cc1ccsc1/C=N/NC(=O)CN1CCN(Cc2ccccc2)CC1	-19	0	-2	2	9	15	-19	-18	8	-13	-5
63	CC(C)CN1CCN(Cc2cccc3nccnc23)CC1CCO (stereo not drawn)	-41	-8	3	7	5	-5	0	7	-4	-3	7
64	COc1ccc(NC(=O)c2nnn(Cc3cccc(F)c3)c2N)c(OC)c1	52	27	-17	-11	44	5	51	2	25	5	-22
65	CC(=O)Nc1cccc(Oc2nc(NC(C)C)nc3cc(-c4ccccc4)sc23)c1	13	20	27	-6	-13	8	-51	-14	-31	-8	.
66	CCOC(=O)C1=C(c2ccccc2)Nc2ncnn2C1c1ccc(C(=O)O)cc1 (stereo not drawn)	7	-6	-16	3	15	-14	19	0	8	2	2
67	Cc1cc(C)cc(-c2nnc(SCC(=O)Nc3cc(C)on3)o2)c1	-5	-15	-18	0	-1	1	-1	-15	-10	0	5

Profiles, looked up by structure. Order of screens: Shn3 inh set2, TRAIL sens C8, TWEAK-Fn14 inh, KKLEB tox, NCOA3 inh, CF NFkB inh, LRH-1 inv ag, NR2F2 inh, SRC1 inh, TROY signal inh, LMP1 NFkB inh
Listed for `CC(C)CN1CCN(Cc2cccc3nccnc23)CC1CCO` (stereo not drawn) : -41, -8, 3, 7, 5, -5, 0, 7, -4, -3, 7
Listed for `N#Cc1c(NC(=O)c2cccnc2)sc2c1CCC2` : -23, 27, -22, -9, -8, 3, -12, -14, -29, -38, -7

Bioassay records deposited in PubChem by several laboratories.
